Bioassay records (PubChem BioAssay)
G9a inh = blocks human histone lysine methyltransferase G9a | Q96KQ7 | G9a H3K9 monomethylation, AlphaScreen, 2 h | Potency, µM (titrated, usually from 102 µM), without a hit: at the top dose activity, negative = inhibition, most hits filed as inhibitors | actives 8.8% (n = 350,000) | AID 504332; further: potency means the concentration at half of the fitted maximal effect; on the % scale 0 is the no-effect control and ±100 the full control effect; nearly all actives have a fitted effect of over 75% in size
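Using a bead-based AlphaScreen, monomethylated H3K9 product from 2 h room-temperature reactions (G9a 20 nM, peptide 500 nM, SAM 20 uM) was detected with 0.5 ug/mL rabbit anti-H3K9me1 antibody.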
ERG-DNA inh = blocks human ERG Ets domain binding to DNA; actives 0.028% (n = 370,000); fluorescence polarization, His-ERG Ets domain / labelled DNA; AID 624246; Potency, µM (highest dose often 76.9 µM), for the others: top-dose FP activity, negative = inhibition, most hits filed as inhibitors; P11308; active means well fitted inhibition curve with a large enough effect in the polarisation, with a control signal flat; inconclusive means small, poorly fitted or top-dose-only effect, or effect the other way, or a change in a side signal; inactive means no such curve, though single readings can be large or run the other way; the % refers to the polarisation;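 further: polarization taken with two DNA probes labelled with fluorescein and Texas red; potency means the concentration at half of the fitted maximal effect; % of control where 0% means no effect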
Target sequence (P11308 whole entry, looked up, the tested form may be a part): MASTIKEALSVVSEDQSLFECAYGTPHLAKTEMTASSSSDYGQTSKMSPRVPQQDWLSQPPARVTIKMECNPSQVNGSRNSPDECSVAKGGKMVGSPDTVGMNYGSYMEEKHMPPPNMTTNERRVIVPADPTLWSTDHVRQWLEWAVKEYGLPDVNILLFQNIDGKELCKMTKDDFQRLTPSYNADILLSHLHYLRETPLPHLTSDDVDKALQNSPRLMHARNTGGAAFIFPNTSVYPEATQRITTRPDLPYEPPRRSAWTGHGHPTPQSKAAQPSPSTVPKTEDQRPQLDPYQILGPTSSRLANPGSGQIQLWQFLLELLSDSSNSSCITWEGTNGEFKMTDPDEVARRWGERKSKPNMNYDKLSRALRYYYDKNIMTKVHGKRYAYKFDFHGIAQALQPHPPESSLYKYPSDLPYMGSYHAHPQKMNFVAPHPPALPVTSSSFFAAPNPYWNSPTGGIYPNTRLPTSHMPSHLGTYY
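His-tagged ERG Ets domain (1 uM in the protein solution; 300mM KCl, 50mM Tris-HCl, 1mM EDTA, 1mM DTT, pH 7.5) received compound, then a probe mix of 5 nM fluorescein-DNA and 100nM Texas-615-DNA. Fluorescence polarization was read for both dyes.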
PI4K2A inh = PI4K2A (human) kinase inhibition; activity change, negative = inhibition, % at 76.9 µM; purified PI4K2A, ADP-Glo luminescence, 1 h; hits give low values; actives 0.13% (n = 420,000); AID 1346378; in the data active means activity change below about -50%; inconclusive means mostly about -30% to -49%;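 further: -100% = wells without enzyme as full effect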
Target sequence (Q9BTU6 whole entry, looked up): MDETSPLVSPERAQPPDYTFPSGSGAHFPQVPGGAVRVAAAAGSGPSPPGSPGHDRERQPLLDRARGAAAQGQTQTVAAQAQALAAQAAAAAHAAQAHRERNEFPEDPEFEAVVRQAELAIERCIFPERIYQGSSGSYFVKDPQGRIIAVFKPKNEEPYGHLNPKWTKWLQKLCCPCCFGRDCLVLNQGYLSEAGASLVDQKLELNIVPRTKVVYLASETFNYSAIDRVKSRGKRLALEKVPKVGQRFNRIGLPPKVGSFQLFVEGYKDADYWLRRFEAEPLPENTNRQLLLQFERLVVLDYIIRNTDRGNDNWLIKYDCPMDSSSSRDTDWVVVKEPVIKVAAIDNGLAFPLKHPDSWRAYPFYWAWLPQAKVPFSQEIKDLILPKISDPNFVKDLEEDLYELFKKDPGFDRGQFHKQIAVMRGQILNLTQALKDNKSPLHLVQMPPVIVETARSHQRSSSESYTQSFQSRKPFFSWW
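PI4K2A activity was measured by ADP-Glo luminescence: enzyme (4 ug/mL stock) and phosphatidylinositol (1.2 mM stock) in Tris pH 7.5/MgCl2/EGTA/Triton X-100 buffer were reacted with ATP (300 microM stock) for one hour at ambient temperature.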
GLS inh = inhibitors of human glutaminase (GLS); O94925; GLS enzymatic activity, qHTS titration; Potency, µM (doses to about 45.5 µM), inactives show top-dose activity change, negative = inhibition, most hits filed as inhibitors; actives 0.21% (n = 410,000); AID 624170; further: potency means the concentration at half of the fitted maximal effect; on the % scale 0 is the no-effect control and ±100 the full control effect
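Enzyme dispensed in phosphate buffer (45 mM, pH 8.2, 0.02% Tween-20), compounds pinned in, then 1 mM L-glutamine solution and the glutamate oxidase–HRP–Amplex Red mix added; fluorescence read immediately and again after 30 min at room temperature.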
ALOX12 inh = blocks human arachidonate 12S-lipoxygenase; P18054; purified 12hLO, xylenol orange hydroperoxide absorbance; Potency, µM (doses to about 108 µM), without a hit: top-dose activity change, negative = inhibition, hits mostly inhibitors; actives 1.1% (n = 580,000); further: potency means the concentration at half of the fitted maximal effect; on the % scale 0 is the no-effect control and ±100 the full control effect
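Purified human 12hLO (150 nM final) in 25 mM Hepes, 0.01% Triton X-100, pH 7.0 was preincubated 15 min at room temperature with compound. Then 40 uM arachidonic acid was added, 30 min. Hydroperoxide was read by Fe-XO absorbance ratio 573/405 nm.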
HP1b binding inh = inhibitors of HP1-beta chromodomain binding to methylated histone tails; AlphaScreen HP1-beta / biotin-H3K9me3 peptide binding; actives 0.56% (n = 390,000); Potency, µM (highest dose often 114 µM), for inactives: at the top dose activity change, negative = inhibition, actives largely listed as inhibitors; AID 540317; further: potency means the concentration at half of the fitted maximal effect; nearly all actives have a fitted effect of over 70% in size; inactives centre near 23
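Compound inhibition of the preformed complex between 50 nM HP1-beta and 50 nM biotinylated H3K9me3 peptide was read by AlphaScreen. Buffer was PBS pH 7.4 with 0.01% Tween-20. Incubations ran 30 min at room temperature, with 10 ug/mL donor/acceptor beads.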
JMJD2A Tudor inh = JMJD2A Tudor domain (human) inhibition | AlphaScreen JMJD2A-Tudor / H3K4me3 peptide binding | AID 504339 | O75164 | actives 4.4% (n = 390,000) | Potency, µM (doses to about 114 µM), without a hit: at the highest dose activity change, negative = inhibition, usual class: inhibitors; further: potency means the concentration at half of the fitted maximal effect; on the % scale 0 is the no-effect control and ±100 the full control effect; nearly all actives have a fitted effect of over 50% in size
BAZ2B inh = inhibitors of human BAZ2B bromodomain; Q9UIF8; Potency, µM (doses to about 114 µM), inactives show at the highest dose activity change, negative = inhibition, actives largely listed as inhibitors; actives 4.4% (n = 360,000); AID 504333; AlphaScreen BAZ2B-H3K14Ac peptide displacement; further: potency means the concentration at half of the fitted maximal effect; on the % scale 0 is the no-effect control and ±100 the full control effect; nearly all actives have a fitted effect of over 60% in size
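Multi-concentration screen (max 110 uM) measuring displacement of acetylated histone H3 peptide from BAZ2B by AlphaScreen, using 50 nM protein, 50 nM peptide and 10 ug/mL streptavidin donor plus Ni-chelate acceptor beads.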
RGS4 inh = inhibitors of human regulator of G protein signaling 4 | P49798 | Transcreener GDP fluorescence polarization, RGS4-accelerated GTP hydrolysis | Potency, µM (series often up to 114 µM), for the others: at the top dose activity change, negative = inhibition, most hits filed as inhibitors | actives 0.039% (n = 390,000) | AID 504845; further: potency means the concentration at half of the fitted maximal effect; on the % scale 0 is the no-effect control and ±100 the full control effect; nearly all actives have a fitted effect of over 75% in size; some results filed as inactive show a strong effect at the top dose
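MLSMR compounds (23 nl, pin-transferred) preincubated 10 min at room temperature with a 500nM (2x) first reagent, then RGS4 at 900nM (2x) plus Transcreener GDP mix added; fluorescence polarization (620/688 nm) read before and after 90 min at 30 °C.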
Numbers without * were called inactive; ? = inconclusive; nt = no result given; [ ] = remark or other dose. Unless noted, the call rests on the fitted dose curve; in most records, active means well fitted curve in the direction sought with a large enough effect; inconclusive means small, poorly fitted or top-dose-only effect, or another doubt; inactive means no such curve, though single readings can be large; an effect the other way counts as inactive or inconclusive.

G9a inh	ERG-DNA inh	PI4K2A inh	GLS inh	ALOX12 inh	HP1b binding inh	JMJD2A Tudor inh	BAZ2B inh	RGS4 inh	molecule
-43.5%	-1.3%	-1.3	0.0%	-18.4%	-11.2%	35.5µM*	nt	?	O=C(Nn1c(-c2ccc(Br)cc2)nc2ccccc2c1=O)c1cccnc1
6.6%[12.7 µM]	-5.9%	1.8	-2.5%	?	97.6%[activator]	32.9%	12.0%	-24.1%	CCCCCCCNC(=O)C1(CC2CC(c3ccccc3)=NO2)CCNCC1 (stereo not drawn)
-4.7%[59 µM]	1.6%	-2.1	-2.8%	0.0%	32.2%	-18.0%	-2.5%	24.3%	O=C(CN(Cc1ccccc1)C(=O)CCC(=O)Nc1ccccn1)NCc1ccco1
-35.8%	5.4%	-2.1	3.4%	?	3.5%	-2.8%	-0.5%	23.8%	O=C(CCNS(=O)(=O)c1ccc(Br)s1)NCc1ccccc1
23.6%[59 µM]	-0.6%	-10.4	5.0%	?	24.7%	1.5%	8.6%	-7.0%	COc1cc(CC(=O)Nc2ccc(S(=O)(=O)Nc3ncccn3)cc2)cc(OC)c1OC
?	0.6%	1.3	-0.3%	-23.0%	24.7%	-7.6%	0.8%	3.6%	O=C(CSc1nccc(=O)[nH]1)Nc1ccc(F)c([N+](=O)[O-])c1
38.0%	3.5%	1.4	-5.5%	1.7%	16.2%	-15.8%	-0.5%	-2.8%	COc1cc(OC)cc(C(=O)N2CCN(c3ccccn3)CC2)c1
-25.2%	-7.4%	-5.0	26.9%	-9.6%	26.2%	-7.6%	?	13.7%	COc1ccc(NC(=S)NCc2ccccn2)cc1OC
nt	0.1%	-0.7	-5.5%	-9.6%	18.4%	-13.2%	3.4%	1.7%	CCc1nnc(NC(=O)C2CCCN(S(=O)(=O)c3ccc(OC)cc3)C2)s1 (stereo not drawn)
3.9%	5.8%	-3.1	30.0%	43.7%	14.2%	-11.6%	-6.3%	-6.6%	C=C(C)CNC(=S)NNC(=O)c1ccncc1
nt	5.6%	1.1	0.8%	10.8%	50.9%[activator]	-9.0%	-0.7%	-2.7%	Cc1ccc(CS(=O)(=O)c2cn(CC(=O)N3CCOCC3)c3ccccc23)cc1
0.0%[59 µM]	2.5%	16.1	-8.1%	-4.8%	5.7%	-11.1%	1.2%	-19.6%	O=C(/C=C/c1ccc(Br)cc1)c1ccco1
-49.7%	8.6%	-2.2	0.2%	-6.5%	19.7%	-12.3%	-22.1%	-7.3%	CC(=O)N=C1SC2CS(=O)(=O)CC2N1c1c(Cl)cccc1Cl (stereo not drawn)
-0.2%	nt	-2.0	6.0%	2.0%	1.5%	-22.1%	-35.9%	-27.1%	COC(=O)c1ccc(C(=O)OC)c(NC(=S)N2CC(C)CC(C)C2)c1 (stereo not drawn)
-9.0%[59 µM]	-13.4%	4.9	-5.8%	12.9%	47.2%[activator]	-0.3%	4.1%	-32.1%	Cc1nn(C)c(C(=O)NCc2ccc(Cl)cc2)c1Cl
27.1%[12.7 µM]	2.3%	-6.5	-12.0%	6.1%	?	?	?	5.4%	CCC(=O)N1CCN(c2ccc(NC(=O)c3ccc([N+](=O)[O-])o3)cc2)CC1
nt	2.9%	-22.0	13.5%	-25.1%	18.8%	2.5%	-16.7%	-7.9%	O=C(CN1CCN(c2ccc(Cl)cc2[N+](=O)[O-])CC1)N1CCOCC1
-4.3%[59 µM]	-3.1%	-5.3	13.8%	?	-4.2%	-11.4%	4.7%	15.8%	CCCCn1c(N)c(Sc2ccc([N+](=O)[O-])cc2)c(=O)[nH]c1=O
3.7%	-0.8%	1.9	0.3%	5.3%	12.5%	-4.0%	0.3%	21.9%	CC(=O)Nc1ccc(-c2ccc(NC(C)=O)cc2)cc1
-3.6%[59 µM]	2.2%	-4.4	nt	-23.2%	25.1%	-14.7%	0.6%	-25.4%	Cc1ccccc1C(=O)Nc1nc2n(n1)C(c1ccccc1)CC(=O)N2 (stereo not drawn)
17.8µM*	3.8%	1.7	19.0%	-2.6%	12.4%	-19.6%	?	-22.0%	COC(=O)c1cccc(-n2c(CCC(=O)O)ccc2-c2ccc(OC)cc2)c1
45.5%	4.5%	-2.8	1.3%	?	48.9%[activator]	-14.8%	8.4%	-15.0%	COC(=O)c1sc2nc(N3CCCCC3)c3c(c2c1N)CCCC3
-26.5%	1.0%	-12.4	0.6%	-5.5%	13.1%	-10.6%	-35.7%	2.9%	Cc1noc(N)c1C(=O)Nc1ccccc1F
25.8%[59 µM]	1.3%	-7.4	9.2%	?	?	?	50.1µM*	-14.5%	CCOc1ccc(CNC(=O)CCC(=O)N2CC3CCCN3c3ccccc32)cc1 (stereo not drawn)

Reformatted with two lines to a compound: part of the list above.
The line under a structure holds: G9a inh, ERG-DNA inh, PI4K2A inh, GLS inh, ALOX12 inh, HP1b binding inh, JMJD2A Tudor inh, BAZ2B inh, RGS4 inh
- Cc1noc(N)c1C(=O)Nc1ccccc1F
 : -26.5%, 1.0%, -12.4, 0.6%, -5.5%, 13.1%, -10.6%, -35.7%, 2.9%
- O=C(CN1CCN(c2ccc(Cl)cc2[N+](=O)[O-])CC1)N1CCOCC1
 : nt, 2.9%, -22.0, 13.5%, -25.1%, 18.8%, 2.5%, -16.7%, -7.9%

Remaining list, next part
G9a inh	ERG-DNA inh	PI4K2A inh	GLS inh	ALOX12 inh	HP1b binding inh	JMJD2A Tudor inh	BAZ2B inh	RGS4 inh	molecule
4.4%[59 µM]	-0.7%	3.9	3.5%	2.3%	8.3%	-7.1%	-4.8%	13.7%	COc1cc(NS(=O)(=O)c2ccc(NC(=O)c3ccco3)cc2)nc(OC)n1
?	0.3%	-4.0	-5.0%	-19.7%	4.4%	?	-25.9%	-5.3%	Cc1ccc(CSc2nc3ccncc3n2Cc2nc(-c3ccccc3C)oc2C)cc1
?	0.8%	1.2	3.6%	16.0%	7.1%	-12.8%	?	18.4%	O=C(CN1C(=O)c2ccccc2C1=O)NN1C(=O)c2ccccc2C1=O
10.0%[59 µM]	-21.7%	-0.9	-15.2%	9.0%	63.9%[activator]	-17.8%	-2.1%	-23.7%	Cc1oc(-c2cccs2)nc1CSCC(=O)NC1CC1
11.2µM*	12.0%	-6.7	16.9%	?	-52.0%	70.8µM*	50.1µM*	-15.7%	c1ccc(-c2csc(Nc3ccc4c(c3)OCCO4)n2)cc1
30.6%	12.6%	-0.7	-1.7%	-7.2%	68.0%[activator]	21.8%	12.3%	-24.8%	COc1ccc2c(C)c(Cc3ccccc3)c(=O)oc2c1OC
7.6%	1.6%	1.1	2.2%	-4.4%	5.8%	-5.5%	0.7%	17.5%	CN(C)CCCNC(=O)CCc1ncc(C(F)(F)F)cc1Cl
15.9%	-19.5%	2.0	4.9%	-20.6%	31.6%	2.1%	-1.0%	1.7%	CCS(=O)(=O)n1nc(-c2ccccc2)cc1N
?	-6.3%	-10.8	6.3%	5.5%	0.6%	-14.7%	?	18.3%	CCCCn1nc(C(=O)Nc2cc(S(=O)(=O)N(C)C)ccc2C)c2ccccc2c1=O
?	-3.4%	-14.8	0.3%	-18.4%	31.8%	-25.0%	22.4µM*	-7.8%	COc1cnc(-c2ccccn2)nc1Oc1c(C)cccc1C
11.9%[12.7 µM]	-6.9%	1.7	-3.1%	6.7%	27.8%	-8.6%	-29.5%	-8.3%	Cc1cccc(C(=O)NC(NCc2ccco2)C(Cl)(Cl)Cl)c1 (stereo not drawn)
10µM*	-2.3%	-2.9	6.3%	1.8%	24.3%	-9.2%	-17.8%	16.9%	CCn1c(COc2ccc(C(C)C)cc2)nnc1SCC(=O)Nc1nccs1
-24.7%[59 µM]	-3.8%	-4.4	-15.0%	-15.1%	17.4%	-7.3%	-2.5%	9.1%	O=C(Cn1cc(S(=O)(=O)Cc2ccccc2Cl)c2ccccc21)NCc1ccccc1Cl
17.1%[59 µM]	10.6%	5.6	1.5%	-29.9%	10.4%	-17.6%	-26.1%	-29.5%	O=C(NCc1ccco1)c1ccc(Cn2c(=S)[nH]c3ccccc3c2=O)cc1
3.8%[59 µM]	7.6%	-4.6	5.0%	-23.1%	25.3%	-11.5%	11.5%	-17.0%	O=C(CC1SC(N2CCCC2)=NC1=O)Nc1ccc(C(=O)Nc2ccccc2)cc1 (stereo not drawn)
-17.0%	-12.1%	-1.3	-1.5%	10.5%	38.1%	-0.7%	4.1%	3.1%	O=C(NCC1CCCN1S(=O)(=O)c1cccs1)c1ccc(F)cc1 (stereo not drawn)
-0.9%[12.7 µM]	-3.5%	-2.7	17.6%	-4.3%	13.9%	-6.9%	?	-25.7%	CC(C)CN(C(=O)COC(=O)CCc1c[nH]c2ccccc12)C1CCS(=O)(=O)C1 (stereo not drawn)
?	10.5%	4.4	-7.9%	?	39.1%[activator]	-33.0%	-1.4%	-31.9%	CCCCC(c1nnnn1CC1CCCO1)N1CCN(Cc2ccccc2)CC1 (stereo not drawn)

Not all compounds are listed; count on the stated rates, not on these rows.
